From PubChem BioAssay
CendR NRP1 mod: modulators of CendR peptide binding to human neuropilin-1 | AID 602438 | O14786 | 0.85% of 360,000 active | inhibition, % at 25 µM | FAM-RPARPAR peptide binding to NRP-1, fluorescence polarization;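 active = inhibition or corrected inhibition above about 18%, plus a signal ratio from 0.5 to 1.5, limit read from the data, passing the limit was not always enough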; note: strong numbers were not always called active
MT1-MMP act inh: MT1-MMP (human) activation inhibition; P50281; HT1080 RFP-PRO-GFP cells, GFP/RFP ratio fluorescence, overnight; percent of plate control window, DMSO zero; GFP/RFP ratio change, % at 20 µM; 0.061% of 360,000 active;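 active = GFP/RFP ratio change of at least 30% with cell ATP level not reduced by more than half and red fluorescence within 50% of control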; note: strong numbers were not always called active
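Material – HT1080 RFP-PRO-GFP cells · Control set – DMSO wells and RFP-L50D-GFP cells · Incubation – overnight cell settling, then overnight compound exposure, 37 °C, 5% CO2 · Compound dosing – single-point 20 µM compound, 1% DMSO · Read-out – GFP/RFP fluorescence ratio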
bovine MsrA act: bovine methionine sulfoxide reductase A activation; purified bovine MsrA, absorbance read-out; activation, % at 10.6 µM; 0.3% of 360,000 active; in the data active = activation above about 7.5%;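 note: 0% = vehicle and 100% = reference activator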
SKN-1 block: blocks SKN-1 activity in C. elegans; C. elegans VP596 Pgst-4::GFP/RFP ratio, acrylamide-induced, 24 h; inhibition, % at 21.8 µM; 0.49% of 360,000 active;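 active = interference check ratio from 0.5 to 1.5 plus GFP to RFP signal ratio inhibition reaching or exceeding a fixed threshold, cut at about 30% in these data, passing the limit was not always enough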; note: some compounds called inactive have numbers as strong as hits
Neddyl block: blocks human cullin neddylation; P61081+Q13564; TR-FRET cullin neddylation, biochemical; calls only at 25 µM; 0.58% of 360,000 active; AID 651699; in the data active = inhibition above about 36%
PABP1 MLLE inh: blocks PAM2 peptide binding to the PABP1 MLLE domain; P11940; GST-MLLE / FITC-PAM2 fluorescence polarization; 0.36% of 360,000 active; AID 588489; inhibition, % at 20 µM; in the data active = inhibition above about 35%, passing the limit was not always enough;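 note: plate controls were DMSO wells with GST-MLLE for no effect and wells lacking GST-MLLE protein for full effect; some results filed as inactive read as strong as hits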
Target sequence (P11940 whole entry, looked up, the tested form may be a part): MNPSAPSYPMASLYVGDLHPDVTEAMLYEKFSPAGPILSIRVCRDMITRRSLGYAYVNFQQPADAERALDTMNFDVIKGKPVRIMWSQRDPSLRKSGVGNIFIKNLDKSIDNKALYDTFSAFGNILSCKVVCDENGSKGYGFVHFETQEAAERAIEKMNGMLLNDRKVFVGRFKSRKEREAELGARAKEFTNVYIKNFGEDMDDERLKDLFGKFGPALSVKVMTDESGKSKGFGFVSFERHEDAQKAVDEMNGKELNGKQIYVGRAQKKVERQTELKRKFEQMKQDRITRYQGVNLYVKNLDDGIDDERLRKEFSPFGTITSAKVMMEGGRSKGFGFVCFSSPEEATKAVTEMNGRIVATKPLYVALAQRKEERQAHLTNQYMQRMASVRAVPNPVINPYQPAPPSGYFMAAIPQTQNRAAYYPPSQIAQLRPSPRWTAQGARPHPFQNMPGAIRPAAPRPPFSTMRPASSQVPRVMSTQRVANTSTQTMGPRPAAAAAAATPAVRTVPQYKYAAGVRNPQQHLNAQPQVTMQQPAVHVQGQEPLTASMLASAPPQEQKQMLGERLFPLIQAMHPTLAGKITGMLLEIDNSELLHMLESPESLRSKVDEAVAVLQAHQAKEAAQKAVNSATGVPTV
eLon inh: E. coli protease La inhibition; 0.42% of 360,000 active; purified E. coli Lon protease, fluorescence polarization; P0A9M0; AID 602123; inhibition, % at 7.94 µM; in the data active = inhibition above about 13%, passing the limit was not always enough;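 note: 0% = enzyme with probe and DMSO and 100% = no enzyme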
Rin1-Abl PPI inh: blocks binding of human Rin1 to Abl; P00519+Q13671; TR-FRET Rin1/Abl binding, biochemical; inhibition, % at 7.35 µM; 0.4% of 360,000 active; in the data active = inhibition above about 5%, passing the limit was not always enough
FAS TE block: blocks the thioesterase domain of human fatty acid synthase; 0.67% of 360,000 active; P49327; inhibition, % at 15 µM; recombinant FAS-TE, OMFH fluorogenic substrate, fluorescence endpoint;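 active = compounds whose normalised, plate-corrected inhibition of enzyme fluorescence in the single-dose primary screen is 50% or more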;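 note: 0% = DMSO with enzyme and 100% = substrate without enzyme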
Starred values were filed as active, the others as inactive; i = inactive; & = joins results of further samples. Compounds were not picked by outcome, and some 4% of all compounds hit somewhere here.

Values run as follows: CendR NRP1 mod	MT1-MMP act inh	bovine MsrA act	SKN-1 block	Neddyl block	PABP1 MLLE inh	eLon inh	Rin1-Abl PPI inh	FAS TE block
> COc1ccc2cc(CN(CCO)C(=O)c3ccccc3F)c(=O)[nH]c2c1
 : 7	1	-6	-6	i	9	-5	-1	-5
> COc1ccc(NC(=O)COc2cc(O)c3c(c2)OC(C)(C)CC3=O)cc1
 : 1	-1	-3	-2	i	0	-5	-2	10
> COc1cc(C(=O)CSc2nnc(-c3ccc(O)cc3)n2CC2CCCO2)ccc1NC(C)=O (centres undefined)
 : 4	2	-1	27	i	-6	4	2	-4
> O=C(c1nc2ccc(Cl)cn2c1CN1CCC(CO)CC1)N1CCc2ccccc2C1
 : 9	-1	1	1	i	5	7	-1	-5
> COc1ccc(CNC(=O)CSc2ncnc3ccccc23)cc1OC
 : 3	-5	-3	-3	i	-39	8	1	-1
> Cc1nn(C)c(C(=O)Sc2ccccc2)c1[N+](=O)[O-]
 : 2	3	-5	1	i	28	7	-2	14
> CC1(C(=O)O)CCCN1C(=O)c1cccc2ccccc12 (centres undefined)
 : 2	4	-2	-2	i	-6	3	0	-6
> COC(=O)CSc1ncnc2c1cnn2Cc1ccccc1
 : 15	4	-1	2	i	8	-3	-1	-31
> Cc1oc(-c2ccccc2Cl)nc1CS(=O)CC(=O)N1CCN(c2ccccc2)CC1 (centres undefined)
 : 2	-3	-1	9	i	-16	-3	-1	-1
> Cc1ccc(C2(CC(=O)N3CCCC3)CCOC(C(C)C)C2)cc1 (centres undefined)
 : -8	1	-2	2	i	8	-4	1	-1
> COc1cc2c(cc1OC)C(c1cccs1)N(C(=O)c1ccc(S(=O)(=O)N(C)C)cc1)CC2 (centres undefined)
 : -11	-4	-5	-13	i	-10	3	-3	23
> Cc1nc(N/N=C/c2cccc([N+](=O)[O-])c2)cc(N2CCCCC2)n1
 : -4	1	0	10	i	4	-7	-4	12
> O=C(NCc1ccc(Cl)cc1)c1ccc(NC(=O)C2CCCO2)cc1 (centres undefined)
 : 5	4	-2	28	i	-14	4	-3	-1
> COc1ccc(/C=C(/NC(=O)c2ccccc2)C(=O)N2CCC(C)CC2)cc1
 : 11	3	-7	6	i	6	-8	2	2
> Clc1ccccc1-c1nc(-c2ccncc2)no1
 : 2&-4	-2&1	-1&-3	46*	i	-4&11	-4&4	1&-3	-1&3
> COc1ccc(Nc2nc(NC(C)C)nc3ccsc23)cc1OC
 : 15	1	-2	-8	i	-3	3	-4	-7
> CN(C(=O)c1cccc(NC(=O)Cc2ccc(NC(=O)C3CCCN(C(=O)c4ccccc4)C3)cc2)c1)C1CCCCC1 (centres undefined)
 : -6	1	0	-6	i	-16	-4	-6	-3
> Cc1ccc2[nH]c3c(c2c1)CCN1C(=O)OC(C)(C)C31C (centres undefined)
 : -11	-1	-6	15	i	-14	8	-3	3
> COc1ccc(Br)cc1CNC(=O)CCc1nc(-c2ccc(C)cc2)no1
 : 23*	-2	-4	14	i	-1	-7	1	20
> CCN=C(NC#N)SCc1c(F)cccc1Cl
 : 4	1	-2	10	i	-5	-6	2	-4

Carrying on.
Values run as follows: CendR NRP1 mod	MT1-MMP act inh	bovine MsrA act	SKN-1 block	Neddyl block	PABP1 MLLE inh	eLon inh	Rin1-Abl PPI inh	FAS TE block
> COCc1cc(/C=N\NC(=O)COc2ccccc2)ccc1OC
 : -3	-2	2	8	i	12	-3	-2	-3
> COCCNC(=O)Cn1nc(C(F)(F)F)c(Cl)c1C
 : 1	1	0	0	i	-4	-3	-2	-6
> CCC(C)(C)C1CCc2c(sc(NC(=O)c3cccs3)c2C(N)=O)C1 (centres undefined)
 : 7	-6	-1	-21	i	5	-5	-2	-6
> Cn1c(NCCOc2ccccc2Cl)nc2cc(-c3ccc(F)cc3)sc2c1=O
 : -6	7	-5	26	i	-11	1	-8	15
> O=C(CN1CCN(c2ccccn2)CC1)Nc1cc(F)ccc1F
 : 0	-1	-1	15	i	6	-2	1	-3
> COc1ccc(CN2CCN(S(=O)(=O)c3ccc(C)cc3)CC2)cc1Br
 : 2	5	-2	-17	i	-4	-5	1	10
> Cc1nn(C)c(C(=O)N/N=C/c2ccccn2)c1[N+](=O)[O-]
 : 5	0	-3	8	i	-16	1	-2	-9
> O=C(CSc1nc(Cc2ccccc2)nc2ccccc12)c1ccc2c(c1)OCCO2
 : 8	1	-12	-5	i	33	-2	-6	30
> O=C1CCC([N+](=O)[O-])C(c2ccccc2Cl)N1 (centres undefined)
 : 4	-1	0	-5	i	-6	-16	-4	-4
> O=C(CSc1ccc(-c2cccnc2)nn1)Nc1ccccc1
 : 3	-1	-6	4	i	-4	-9	-1	-1
> O/C(=C\c1ccc2ccccc2n1)c1ccncc1
 : -49	-58	-2	24	i	-66	-57	-8	-11
> O=C(CSc1ncccn1)NC1CCS(=O)(=O)C1 (centres undefined)
 : 10	-2	-5	7	i	3	-6	3	-5
> c1ccc2c(N3CCCCCC3)nc(-c3ccncc3)nc2c1
 : -10	-5	-1	-11	i	-1	-7	-7	9
> Cc1cc2nc(-c3cccc(Br)c3)c(CC(C)(C)C)n2c(C)c1Br
 : 6	-5	-2	-6	i	9	-1	4	11
> Cn1c(=O)[nH]c(=O)c2c1nc([N+](=O)[O-])n2Cc1ccccc1
 : 19	5	0	-2	i	-8	10	-2	24
> [N-]=[N+]=NC[C@H](Cc1ccccc1)N1CC[C@@H](O)CCC1=O
 : 4	7	-3	0	i	5	-8	-1	-13
> CN(CC#CCC(c1ccccc1)c1ccccc1)C(C)(C)C
 : 6	-16	-8	30	i	0	-11	0	-8
> O=C(N/N=C/C=C/c1ccccc1)c1ccccn1
 : 8	1	-8	7	i	6	-2	0	0
> COc1cccc(CNc2ccc(F)c(Cl)c2)c1OC
 : -1	3	-4	6	i	7	0	1	16
> O=C(NC1CCCCC1)NC1CCN(C(=S)NCc2ccco2)CC1
 : -3	3	-14	0	i	-103	-6	-3	-6

More records follow.
Short keys: A = CendR NRP1 mod; B = MT1-MMP act inh; C = bovine MsrA act; D = SKN-1 block; E = Neddyl block; F = PABP1 MLLE inh; G = eLon inh; H = Rin1-Abl PPI inh; I = FAS TE block
C/C(CC(=O)NCc1ccco1)=N\NC(=O)Cc1cccc2ccccc12
  A: 15	B: 7	C: 2	D: -9	E: i	F: -9	G: -5	H: 0	I: -4

O=C(NNC(=O)C(O)(c1ccccc1)c1ccccc1)C1CC1
  A: -3	B: 2	C: -8	D: 5	E: i	F: 5	G: 0	H: 3	I: -1

Cc1ccc(S(=O)(=O)CCC(=O)NCc2ccco2)cc1
  A: -3	B: 9	C: -3	D: 1	E: i	F: -3	G: -4	H: 4	I: -6

Cc1cc(NC(=O)c2c(F)cccc2F)n(-c2nc3ccccc3[nH]2)n1
  A: 0	B: 1	C: -6	D: 18	E: i	F: -1	G: -1	H: 6	I: 26

COc1ccc(-c2cc(N3C(=O)Nc4ccccc4N3O)n[nH]2)c(OC)c1
  A: 8	B: -5	C: 2	D: 4	E: i	F: 9	G: 14	H: 4	I: -5

O=S(=O)(NCCO)c1ccc2c(c1)Cc1cc(S(=O)(=O)NCCO)ccc1-2
  A: 4	B: 0	C: -3	D: -4	E: i	F: -4	G: -1	H: 1	I: -4

O=C(c1ccc(-c2ccccc2)cc1)C1CCCN(C(=O)Cn2cncn2)C1 (centres undefined)
  A: -10	B: -1	C: -2	D: -4	E: i	F: -3	G: 6	H: 2	I: -6

O=C(CCNc1ccc(F)cc1)c1ccco1
  A: 11	B: 7	C: 2	D: -1	E: i	F: 9	G: -3	H: 3	I: -8

COc1cc(C(=O)NNC2=NC(C)(C)Cc3cc(C)c(C)cc32)cc(OC)c1OC
  A: -1	B: 4	C: -6	D: 1	E: i	F: -12	G: 1	H: 3	I: -2

COc1ccc(/C=C/C(=O)c2ccccc2O)cc1CN1CCOCC1
  A: -9	B: -5	C: -3	D: 4	E: i	F: -4	G: -1	H: -2	I: 8

CCOC(=O)C(Cc1ccccc1)C(=O)Nc1ccc(N(CC)CC)cc1 (centres undefined)
  A: 2	B: -3	C: -3	D: -12	E: i	F: -9	G: -7	H: 0	I: 22

Cc1ccc(NNC(=O)c2ccno2)cc1Cl
  A: -10	B: 3	C: -3	D: 5	E: i	F: 18	G: 8	H: -1	I: 0

NC(=O)CCN1CCN(Cc2nc(C(c3ccccc3)c3ccccc3)no2)CC1
  A: 6	B: -4	C: -3	D: 2	E: i	F: 6	G: 0	H: 0	I: 2

COc1ccccc1/C=C1/C(=O)N(c2cc(C)cc(C)c2)C(c2cccc([N+](=O)[O-])c2)S1(=O)=O (centres undefined)
  A: 10	B: 4	C: 0	D: 10	E: i	F: -1	G: -6	H: 3	I: -5

COCc1[nH]nc2c1C(C1C=CCCC1)C(C#N)=C(N)O2 (centres undefined)
  A: -1	B: -7	C: -1	D: 1	E: i	F: 1	G: 7	H: -2	I: -10

(list continues)
Short keys: A = CendR NRP1 mod; B = MT1-MMP act inh; C = bovine MsrA act; D = SKN-1 block; E = Neddyl block; F = PABP1 MLLE inh; G = eLon inh; H = Rin1-Abl PPI inh; I = FAS TE block
Nc1cc(=O)[nH]c(SCc2ccccc2Cl)n1
  A: -115	B: 0	C: 1	D: 9	E: i	F: -16	G: -4	H: 1	I: -3

Cc1ccc(C(C)C)cc1S(=O)(=O)NC1CC(C)(C)NC(C)(C)C1
  A: 12	B: 8	C: -2	D: 0	E: i	F: 5	G: -1	H: -2	I: -7

FC(F)(F)c1nc(-c2ccncc2)ncc1-c1nnnn1-c1ccccc1
  A: 4	B: -4	C: 4	D: 12	E: i	F: -4	G: -2	H: -2	I: 10

COc1ccc(NC(=O)CN(C)C(=O)c2cc(S(=O)(=O)N3CCCCCC3)ccc2OC)cc1
  A: 8	B: -2	C: -7	D: 1	E: i	F: -1	G: -4	H: 1	I: -1

COc1cccc(CNC(=O)c2cccc(S(=O)(=O)N3CCN(Cc4ccccc4)CC3)c2)c1
  A: -1	B: 2	C: -1	D: 4	E: i	F: 11	G: -12	H: 2	I: 16

CS(=O)(=O)N1CCc2ccccc2C1
  A: 17	B: -1	C: -1	D: -4	E: i	F: 6	G: -5	H: -3	I: -5

CCC(C)(C)n1nnnc1C(CC(C)C)N1CCC(C(N)=O)CC1 (centres undefined)
  A: -4	B: -3	C: 0	D: 11	E: i	F: 17	G: 4	H: 1	I: -4

Cc1csc(NC(=O)CSc2nnc(CCNC(=O)c3ccc(Cl)c(Cl)c3)n2C)n1
  A: -3	B: 1	C: -2	D: -3	E: i	F: -11	G: 6	H: -3	I: 1

A different layout for part of the listing above.
structure,CendR NRP1 mod,MT1-MMP act inh,bovine MsrA act,SKN-1 block,Neddyl block,PABP1 MLLE inh,eLon inh,Rin1-Abl PPI inh,FAS TE block
COCc1[nH]nc2c1C(C1C=CCCC1)C(C#N)=C(N)O2 (centres undefined),-1,-7,-1,1,i,1,7,-2,-10
Nc1cc(=O)[nH]c(SCc2ccccc2Cl)n1,-115,0,1,9,i,-16,-4,1,-3
Cc1ccc(C(C)C)cc1S(=O)(=O)NC1CC(C)(C)NC(C)(C)C1,12,8,-2,0,i,5,-1,-2,-7
FC(F)(F)c1nc(-c2ccncc2)ncc1-c1nnnn1-c1ccccc1,4,-4,4,12,i,-4,-2,-2,10
COc1ccc(NC(=O)CN(C)C(=O)c2cc(S(=O)(=O)N3CCCCCC3)ccc2OC)cc1,8,-2,-7,1,i,-1,-4,1,-1
COc1cccc(CNC(=O)c2cccc(S(=O)(=O)N3CCN(Cc4ccccc4)CC3)c2)c1,-1,2,-1,4,i,11,-12,2,16
CS(=O)(=O)N1CCc2ccccc2C1,17,-1,-1,-4,i,6,-5,-3,-5
CCC(C)(C)n1nnnc1C(CC(C)C)N1CCC(C(N)=O)CC1 (centres undefined),-4,-3,0,11,i,17,4,1,-4
Cc1csc(NC(=O)CSc2nnc(CCNC(=O)c3ccc(Cl)c(Cl)c3)n2C)n1,-3,1,-2,-3,i,-11,6,-3,1
